ADAM10 inh = human ADAM10 inhibitors, primary screen, biochemical, QFRET, HTS; inhibition, % at 7 µM; Disintegrin and metalloproteinase domain-containing protein 10 (Homo sapiens), O14672; recombinant ADAM10, EDANS/DABCYL FRET peptide cleavage, 3 h; hit rate 0.62% among 370,000; AID 720582, 2013;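 active = inhibition above a per-campaign cutoff equal to the mean of compounds falling between control-based bounds plus 3 SD, cut at about 20% in these data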;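 also: 0% = DMSO wells while the 100% control is not disclosed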
Target sequence (O14672 214-748 limits assumed): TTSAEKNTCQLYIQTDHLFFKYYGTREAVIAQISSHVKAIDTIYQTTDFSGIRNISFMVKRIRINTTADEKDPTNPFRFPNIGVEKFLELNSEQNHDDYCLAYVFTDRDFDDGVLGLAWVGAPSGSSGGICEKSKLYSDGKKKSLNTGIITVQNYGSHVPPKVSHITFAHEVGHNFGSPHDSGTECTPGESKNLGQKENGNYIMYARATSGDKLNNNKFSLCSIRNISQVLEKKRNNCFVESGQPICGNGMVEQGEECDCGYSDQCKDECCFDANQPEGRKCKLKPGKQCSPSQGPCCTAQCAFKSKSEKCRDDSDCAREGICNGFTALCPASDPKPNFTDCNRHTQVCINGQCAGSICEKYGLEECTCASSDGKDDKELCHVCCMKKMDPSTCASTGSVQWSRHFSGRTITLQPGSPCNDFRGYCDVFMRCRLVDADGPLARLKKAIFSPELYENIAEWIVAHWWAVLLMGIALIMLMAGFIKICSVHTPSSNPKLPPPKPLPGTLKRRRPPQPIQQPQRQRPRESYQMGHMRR
PLC-gamma1 inh = PLC-gamma1 enzyme inhibitors, primary screen, biochemical, fluorescence, purified enzyme; inhibition, % at 12.2 µM; hit rate 0.84% among 370,000; fluorogenic substrate; 1-phosphatidylinositol 4,5-bisphosphate phosphodiesterase gamma-1 (Homo sapiens), P19174; in the data active = inhibition above about 9.5%
hcDAF12 agonist = H. contortus DAF-12 nuclear receptor activators, primary screen, cell-based, luminescence, HEK293, lit1-tk-luc reporter | HEK293 hcDAF-12 lit1-tk-luc reporter; 0% DMSO, 100% Δ7-dafachronic acid | activation, % at 6.8 µM | hit rate 1.4% among 370,000;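 active = activation above the mean of all tested compounds plus 3 SD, cut at about 5.5% in these data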;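 also: 100% = response to 3 µM Δ7-dafachronic acid high control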
PLC-beta3 inh = human PLC-beta3 inhibitors, primary screen, biochemical, fluorescence | 1-phosphatidylinositol 4,5-bisphosphate phosphodiesterase beta-3 (Homo sapiens), Q01970 | Purified PLC-beta3, fluorogenic substrate | inhibition, % at 12.2 µM | hit rate 0.18% among 370,000; in the data active = inhibition above about 11%;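 also: 0% = median of compound wells on plate and 100% = full blocker control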
hgDAF-12 ag = H. glycines DAF-12 receptor agonists, primary screen, cell-based, luminescence, HEK293, GAL4 fusion, UAS-luciferase; Nuclear hormone receptor DAF-12 (Heterodera glycines), GAL4 fusion; HEK293 GAL4-hgDAF12 UAS-luciferase reporter, agonist luminescence; normalized to butyrate control; activation, % at 6.8 µM; hit rate 1.8% among 370,000; AID 687014, 2013;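 active = activation above a cutoff set at the mean of all screened compounds plus 3 SD, cut at about 10% in these data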;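 also: 0% = DMSO wells and 100% = sodium butyrate wells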
ADAM17 inh = ADAM17 inhibitors, primary screen, biochemical, QFRET; Disintegrin and metalloproteinase domain-containing protein 17 (Homo sapiens), P78536; hit rate 0.83% among 370,000; inhibition, % at 6.95 µM; recombinant ADAM17, EDANS/DABCYL FRET peptide cleavage;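 active = inhibition above the mean of compounds lying between control limits plus 3 SD, set per campaign, cut at about 8.5% in these data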;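 also: 0% = DMSO-only wells as the low control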
DAX1 inh-1 = DAX1 (NR0B1) inhibitors on StAR promoter, primary screen, cell-based, luminescence, SF-1 (NR5A1), full-length DAX-1 | HEK293T StAR-luciferase reporter, SF-1/DAX-1 repression relief | inhibition, % at 6.8 µM | hit rate 1.1% among 370,000 | AID 652010, 2013;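 active = inhibition above the mean over all tested compounds plus 3 SD, cut at about 3.6% in these data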;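 also: 0% = DAX-1 cells with DMSO and 100% = cells lacking DAX-1 with DMSO; higher inhibition means more luminescence from relief of DAX-1 repression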
FXN GAA850 act = FXN promoter activators, primary screen, cell-based, luciferase luminescence, HEK293 lucGAA850. HEK293 lucGAA850 FXN promoter luciferase reporter, 24 h; percent of 10 µM SAHA response. activation, % at 6 µM. hit rate 0.56% among 360,000. AID 540364, 2011;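 active = activation above the average of all compounds screened plus 3 SD, cutoff fixed separately per campaign, cut at about 7.5% in these data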;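 also: 0% = DMSO wells and 100% = 10 µM SAHA wells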
sPLA2-III inh = human group III sPLA2 inhibitors, primary screen, biochemical, QFRET, BODIPY PC-A2 liposome substrate. inhibition, % at 12.2 µM. Group 3 secretory phospholipase A2 (Homo sapiens), Q9NZ20. hit rate 0.56% among 370,000. QFRET BODIPY PC-A2 liposome hydrolysis, fluorescence. AID 743126, 2013;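 active = inhibition above mean plus 3 SD of compounds lying within the high and low control bounds, cut at about 19% in these data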;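 also: 0% = median of test compound wells and 100% = no enzyme DMSO wells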
Target sequence (Q9NZ20 whole entry, looked up): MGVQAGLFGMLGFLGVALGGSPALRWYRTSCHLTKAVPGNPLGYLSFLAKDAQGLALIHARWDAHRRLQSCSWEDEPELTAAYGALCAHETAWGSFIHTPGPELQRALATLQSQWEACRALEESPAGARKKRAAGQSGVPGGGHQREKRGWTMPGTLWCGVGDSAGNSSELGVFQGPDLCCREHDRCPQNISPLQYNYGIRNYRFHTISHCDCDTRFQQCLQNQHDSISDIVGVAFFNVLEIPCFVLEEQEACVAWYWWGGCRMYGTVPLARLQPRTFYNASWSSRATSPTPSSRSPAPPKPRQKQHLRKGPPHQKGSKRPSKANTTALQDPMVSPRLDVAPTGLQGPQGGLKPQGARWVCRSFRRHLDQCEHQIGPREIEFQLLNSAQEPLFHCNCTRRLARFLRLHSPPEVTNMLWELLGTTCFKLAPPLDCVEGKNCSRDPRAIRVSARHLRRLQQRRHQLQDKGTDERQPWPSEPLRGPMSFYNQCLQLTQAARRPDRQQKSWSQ
ssDAF-12 act = S. stercoralis DAF-12 nuclear receptor activators, primary screen, cell-based, luminescence, HEK293, GRIP1 co-expression, lit1-tk-luc. Nuclear hormone receptor DAF-12 (Strongyloides stercoralis). HEK293 ssDAF-12/GRIP1 lit1-tk-luc reporter; % of 3 µM dafachronic acid response. activation, % at 6.8 µM. hit rate 1% among 370,000. AID 652126, 2013;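 active = activation above the mean over all tested compounds plus 3 SD, cut at about 0.9% in these data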;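 also: 0% = DMSO-only wells and 100% = 3 µM delta7-dafachronic acid wells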
DAX1 inh-2 = DAX1 (NR0B1) inhibitors, primary screen, cell-based, HEK293, Gal4-DAX1, luciferase luminescence | HEK293 Gal4-DAX1 luciferase reporter | inhibition, % at 6.75 µM | hit rate 0.99% among 340,000 | AID 504766, 2011;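 active = inhibition above the mean over all tested compounds plus 3 SD, cut at about 4.2% in these data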;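 also: 0% = DAX1-transfected cells with DMSO and 100% = empty-vector control cells with DMSO; inhibition shows as a rise in luminescence from relieved DAX1 repression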
* = called active by the depositor; i = inactive; . = not tested or not shown.

compound	ADAM10 inh	PLC-gamma1 inh	hcDAF12 agonist	PLC-beta3 inh	hgDAF-12 ag	ADAM17 inh	DAX1 inh-1	FXN GAA850 act	sPLA2-III inh	ssDAF-12 act	DAX1 inh-2
CN(CCOc1ccc(Cl)cc1)c1ccc(S(=O)(=O)N2CCCCC2)cn1	8	3	0.7	2	-0.9	1	0.3	2.8	0	-1.6	0.0
O=c1oc(-c2ccc(Br)o2)nc2ccccc12	7	3	2.2	1	2.3	4	0.4	0.5	2	-1.2	0.0
Cc1nc2c(=O)n(C)c(=O)n(C)c2nc1Cl	-286	-9	3.0	-12	-0.6	-91	1.2	2.7	10	-0.5	2.9
O=C(N/N=C\c1cc(Br)cs1)c1ccncc1	-2	-2	0.4	-8	0.6	-2	0.2	0.5	0	-0.7	1.1
CCCCn1c(N)c(N(CC(C)C)C(=O)CN(C)S(=O)(=O)c2ccc(NC(C)=O)cc2)c(=O)[nH]c1=O	-8	4	1.4	3	1.1	4	2.0	2.0	-1	-1.0	-0.7
Cn1cnc2c(N/N=C/c3cccs3)ncnc21	-1	4	2.2	-49	8.2	-1	0.5	2.7	2	-0.4	.
CN1CCN(CCCN(Cc2ccco2)C(=S)Nc2ccc(Cl)cc2)CC1	-4	-2	1.8	-4	-2.4	-5	0.5	1.1	-2	-0.7	-1.1
CSc1ccccc1NC(=O)c1cccs1	6	9	0.1	-1	-1.3	1	0.4	0.2	8	-1.3	0.9
COc1ncnc2c1N[C@@](C)(O)c1c(F)c(F)c(F)c(F)c1S2	2	2	-1.3	-1	3.3	-2	0.0	-0.4	12	-1.2	0.0
O=[N+]([O-])c1ccc2nc(CCCO)[nH]c2c1	-4	-1	-2.1	3	-0.1	-2	0.1	-0.5	-1	-1.4	.
O=C(c1ccc[nH]c1=S)N1CCN(S(=O)(=O)c2ccc(Br)cc2Cl)CC1	10	0	-1.6	0	-0.2	4	-0.3	1.1	3	-1.1	0.0
Cn1cc(S(=O)(=O)N2CCCC2)cc1C(=O)O	-6	-3	-1.4	-5	-0.1	-2	-1.6	-1.4	6	-1.3	0.5
Cc1cc(C)c2nc(N3CCN(C(=O)c4cccs4)CC3)sc2c1	0	-1	-0.9	-8	-1.9	1	0.7	2.3	2	-1.6	0.2
Cc1cccc(Nc2ccc(NCc3ccccc3)nn2)c1	1	-2	-0.2	-2	10	0	2.0	3.8	-6	-1.3	1.4
O=C(NCc1ccc(F)cc1)c1cc(C2CCCCN2C(=O)C2CCCCC2)on1 (centres undefined)	1	2	-2.0	2	-1.5	6	-1.6	1.4	1	-1.8	.
O=C1NC[C@@H](CCCCN2C[C@H](Cc3ccc(O)cc3)N(CCC3CCCCC3)C(=O)C2=O)N(CCC2CCCCC2)C1=O	-5	4	-1.7	3	-1.6	-1	0.2	.	-26	-1.3	.
CC1CC(O)(CC(O)(c2ccccc2)c2ccccc2)C(C)CN1C (centres undefined)	-4	6	-0.2	-5	-0.9	-1	0.5	-0.7	19*	-1.0	0.9
O=C(Cn1cc(S(=O)(=O)N2CCN(c3ccccc3F)CC2)c2ccccc2c1=O)NCCCN1CCCCCC1	1	1	0.4	-2	-2.9	-4	0.8	3.6	-10	-1.5	0.0
COc1ccc(-c2ccc(/C=N/N3C(=O)C4C5C=CC(C6CC56)C4C3=O)o2)c([N+](=O)[O-])c1 (centres undefined)	6	-8	-2.9	-8	-3.5	4	-0.8	3.6	-3	-1.2	4.4*
CCCCn1c(N)c(N(CCC(C)C)C(=O)C2CC(=O)N(c3ccc4c(c3)OCCO4)C2)c(=O)[nH]c1=O (centres undefined)	-9	0	-1.1	-5	0.8	-4	-2.0	1.3	2	-0.6	-0.5
COC(=O)C(CC(C)C)NC(=O)c1ccc([N+](=O)[O-])c(C)c1 (centres undefined)	3	1	1.1	3	1.2	-1	-0.6	2.4	1	-1.0	0.2
CCOC(=O)c1ccc(NC(=O)CN2CCN(C(=O)c3ccco3)CC2)cc1	6	4	0.6	1	0.8	1	-0.8	1.6	2	-0.8	0.8
COc1ccc(OC)c(S(=O)(=O)N2CCCC(C(=O)N3CCOCC3)C2)c1 (centres undefined)	2	1	-2.2	-1	-0.2	0	-0.2	0.0	2	-0.8	2.9
Cc1ccc(-c2cc(C(=O)Nc3ccncc3)c3ccccc3n2)cc1	-36	-10	0.3	-8	1.7	-11	-0.3	0.4	8	-0.7	0.3
Cc1cc(C)cc(NC(=O)Cn2c(=O)oc3cc(S(=O)(=O)N4CC(C)CC(C)C4)ccc32)c1 (centres undefined)	1	-2	-1.3	2	-1.4	3	-0.3	-0.2	-10	-1.4	-0.1
Cc1c(C(=O)O)oc2c3c(ccc12)OCCO3	-8	-12	-0.7	-17	2.5	-7	0.7	4.0	3	-1.4	0.4
CN1CCN(C(=O)CN(C)S(=O)(=O)c2cc(Cl)ccc2Cl)CC1	0	3	-1.2	-5	0.5	0	0.1	4.3	0	-1.0	-1.0
CN1CCCC(CC2c3ccccc3Sc3ccccc32)C1 (centres undefined)	-4	2	-1.5	1	-1.4	-5	2.7	1.0	5	-0.9	0.5
CCOC(=O)C1CCN(C(=O)c2[nH]c(C(F)(F)F)nc2-c2ccccc2)CC1	-22	0	1.4	-1	-5.7	-5	0.0	.	5	-1.1	.
COc1ccc(OC)c(N2C(=O)CC(NNC(=O)c3ccc4c(c3)OCO4)C2=O)c1 (centres undefined)	-1	0	1.0	1	3.0	-5	-0.4	-1.8	-12	-1.2	0.8
C[C@@H](NC(=O)c1nc[nH]c1C(=O)OCc1ccccc1)c1ccccc1	7	0	-0.7	0	0.1	-1	-0.2	1.4	-8	-1.4	0.0
CCOc1ccc2nc(NS(=O)(=O)Cc3ccccc3)sc2c1	-4	1	1.1	-2	3.3	0	-1.0	0.8	-31	0.2	10*

Full records, quoted from the list. Values in the order: ADAM10 inh	PLC-gamma1 inh	hcDAF12 agonist	PLC-beta3 inh	hgDAF-12 ag	ADAM17 inh	DAX1 inh-1	FXN GAA850 act	sPLA2-III inh	ssDAF-12 act	DAX1 inh-2
`CCOC(=O)c1ccc(NC(=O)CN2CCN(C(=O)c3ccco3)CC2)cc1` across the screens: 6	4	0.6	1	0.8	1	-0.8	1.6	2	-0.8	0.8
`O=C(Cn1cc(S(=O)(=O)N2CCN(c3ccccc3F)CC2)c2ccccc2c1=O)NCCCN1CCCCCC1` across the screens: 1	1	0.4	-2	-2.9	-4	0.8	3.6	-10	-1.5	0.0

The list continues:
compound	ADAM10 inh	PLC-gamma1 inh	hcDAF12 agonist	PLC-beta3 inh	hgDAF-12 ag	ADAM17 inh	DAX1 inh-1	FXN GAA850 act	sPLA2-III inh	ssDAF-12 act	DAX1 inh-2
O=C(COC(=O)c1ccc(Cl)cc1O)NCCN1C(=O)CSC1=O	-11	-3	3.2	-5	2.1	-8	-0.4	0.0	-7	-0.3	-1.8
O=C(Cc1ccc([N+](=O)[O-])cc1)OCc1ccc([N+](=O)[O-])cc1	-4	1	0.5	-7	-0.6	-1	-0.3	1.5	-29	-0.9	0.3
CC(C)c1ccc(NNC(=O)C2CCC2)cc1	3	-2	1.1	-9	0.3	-3	-0.3	2.8	18	-1.1	-0.4
O=C(O)CCC(=O)NNc1nc(-c2ccccc2)c2cc(Cl)ccc2n1	-6	-3	-0.7	-11	-0.2	-3	0.3	1.8	0	-0.8	1.7
CCOC(=O)C(CC)/C(C)=N/NC(=O)c1ccccc1[N+](=O)[O-] (centres undefined)	5	0	-0.3	-2	1.9	-4	1.0	0.2	4	-1.0	-0.9
CCOc1ccc(CCNC(=O)c2cccs2)cc1OCC	-1	-1	-1.1	-7	-3.4	-2	-0.6	0.2	-2	-1.4	0.1
O=C(c1ccco1)N(Cc1ccco1)Cc1cc2ccccc2[nH]c1=O	-36	-21	-0.7	-27	-2.7	-11	0.0	1.7	-5	0.2	1.0
CCN(CC(=O)Nc1ccc(NC(C)=O)cc1)C(=O)c1ccccc1CCc1ccccc1	0	5	-1.9	0	-2.3	-1	-2.9	-1.9	-10	-0.7	-0.3
COc1ccccc1NC(=O)Nc1ccnn1Cc1cccs1	1	-1	1.1	-1	0.0	-5	-0.1	0.4	-2	-1.2	1.4
Cc1ccc(C2CC(c3ccccc3Cl)n3nc(N)nc3N2)cc1 (centres undefined)	-52	-6	-1.7	-9	-2.2	-11	-1.6	-1.5	4	-1.7	3.8
Cc1ccc(-n2c(-c3ccccc3)c[n+]3c2CCC3)cc1	-5	2	-4.4	-2	-8.2	-5	-4.0	-1.2	5	-3.1	-5.2
CCN1CCN(C(=O)c2ccc(Cn3c(=O)[nH]c4cc(OC)c(OC)cc4c3=O)cc2)CC1	-76	-3	-0.6	-2	0.5	-20	0.6	-2.1	-7	-0.7	-0.5
Cc1cc(C)c(C(=O)COC(=O)c2cc([N+](=O)[O-])ccc2NCCO)cc1C	4	5	1.1	1	-3.7	3	-1.1	0.7	-9	-0.9	-1.9
CCn1cc(C(=O)N2CCN(Cc3ccc4c(c3)OCO4)CC2)c2cc(OC)c(OC)cc2c1=O	-16	4	-2.3	8	-0.5	-4	0.1	-0.2	2	-0.5	0.5
O=C(Nc1ccc2c(c1)OCO2)c1cc(C2CCCCN2C(=O)CCc2ccccc2)on1 (centres undefined)	-1	0	-0.9	2	0.3	-1	-1.2	0.0	-3	-0.9	.
Cc1cc(C(=O)N/N=C/c2c(C)nn(-c3ccccc3)c2Cl)n[nH]1	0	2	0.8	-8	2.8	-5	0.0	4.5	3	-1.3	.
CC1(C)OC2CC3C4CC=C5CC(O)CCC5(C)C4CCC3(C)C2(C(=O)CO)O1 (centres undefined)	-1	4	1.9	-2	-2.5	1	0.0	2.9	3	-1.3	0.7
COc1ccc(CSc2nnc(SCC(=O)Nc3ccc(S(N)(=O)=O)cc3)s2)cc1	4	4	-2.6	-4	0.8	-1	0.5	.	17	-1.5	.
CC(=O)Nc1ccc(NC(=O)CSc2nccn2Cc2ccccc2)cc1	2	3	0.0	5	1.2	0	-1.1	-0.7	4	-1.9	-0.2
Cc1cccn2c(=O)c3cc(C(N)=S)c(=N)n(CCCOC(C)C)c3nc12	i	-321	-3.2	-419	-2.4	-336	-1.2	3.9	8	-1.9	-1.1

Screening results as filed in PubChem.
